DAGLB inhibitor – DAGLB lipase inhibitors, primary screen, biochemical, fluorescence, HTS. HEK293T DAGLB membrane lysate, EnzChek fluorogenic substrate. Diacylglycerol lipase-beta (Homo sapiens), Q8NCG7. inhibition, % at 5.17 µM. 340,000 compounds, 0.059% hits; in the data active = inhibition above about 34%;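 note: 0% = enzyme with vehicle and 100% = wells lacking enzyme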
Target sequence (Q8NCG7 whole entry, looked up): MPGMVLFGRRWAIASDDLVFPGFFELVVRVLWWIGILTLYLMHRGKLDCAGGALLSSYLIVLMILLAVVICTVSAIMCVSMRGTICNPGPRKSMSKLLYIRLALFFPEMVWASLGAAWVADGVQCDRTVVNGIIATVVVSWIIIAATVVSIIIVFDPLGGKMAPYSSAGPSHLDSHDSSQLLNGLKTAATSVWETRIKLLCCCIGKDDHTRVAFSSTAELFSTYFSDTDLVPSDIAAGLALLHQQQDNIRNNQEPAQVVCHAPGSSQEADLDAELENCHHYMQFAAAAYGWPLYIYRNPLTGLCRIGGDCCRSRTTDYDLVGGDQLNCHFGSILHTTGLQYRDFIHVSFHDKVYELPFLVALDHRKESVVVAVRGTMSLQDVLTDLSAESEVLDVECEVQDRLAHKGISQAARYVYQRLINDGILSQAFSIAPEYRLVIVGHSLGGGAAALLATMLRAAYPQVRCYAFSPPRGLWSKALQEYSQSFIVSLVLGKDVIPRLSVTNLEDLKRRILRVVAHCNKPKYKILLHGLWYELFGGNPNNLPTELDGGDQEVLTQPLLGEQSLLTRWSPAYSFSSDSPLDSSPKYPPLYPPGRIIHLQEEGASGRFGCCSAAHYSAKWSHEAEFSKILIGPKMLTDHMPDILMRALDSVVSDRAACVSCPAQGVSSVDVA
PvdQ acylase – P. aeruginosa PvdQ acylase inhibitors, primary screen, biochemical, fluorescence, plate reader and imaging, single point; PvdQ acylase [Pseudomonas aeruginosa LESB58]; purified PvdQ acylase; inhibition, % at 10 µM; 340,000 compounds, 0.063% hits; in the data active = inhibition above about 30%, passing the limit was not always enough; inconclusive = no clear call, values can overlap the other calls;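 note: 0% = vehicle neutral wells and 100% = reference inhibitor wells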
AddAB inh – growth inhibition of E. coli expressing H. pylori AddAB, primary screen, AddAB inhibitor project, absorbance; inhibition, % at 11.9 µM; 330,000 compounds, 0.29% hits; in the data active = inhibition above about 12%;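 note: 0% = vehicle wells of infected cells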
Rtt109 HAT inh – inhibitors of C. albicans Rtt109/Vps75 HAT, primary screen, biochemical, ThioGlo CoA-SH fluorescence, plate reader; purified Rtt109/Vps75, 4 h; inhibition, % at 34.9 µM; 330,000 compounds, 0.16% hits; Histone acetyltransferase RTT109 (Candida albicans (strain SC5314 / ATCC MYA-2876)), …;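 active = inhibition of at least 50% in every replicate; inconclusive = best replicate reaches 50% inhibition but some replicates fall short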
Target sequence (Q5AAJ8 whole entry, looked up): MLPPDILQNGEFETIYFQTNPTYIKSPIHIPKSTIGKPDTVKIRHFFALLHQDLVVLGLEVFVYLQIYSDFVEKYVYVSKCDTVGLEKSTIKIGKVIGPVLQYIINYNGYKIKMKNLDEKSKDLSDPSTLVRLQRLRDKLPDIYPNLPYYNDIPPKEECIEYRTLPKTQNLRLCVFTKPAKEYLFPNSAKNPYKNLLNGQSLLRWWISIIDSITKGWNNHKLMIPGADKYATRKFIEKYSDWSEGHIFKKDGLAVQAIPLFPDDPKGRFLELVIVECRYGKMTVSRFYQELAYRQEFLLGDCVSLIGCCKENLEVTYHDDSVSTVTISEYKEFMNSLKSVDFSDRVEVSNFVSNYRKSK
CAL PDZ inh – CAL PDZ peptide-binding inhibitors, primary screen, biochemical, fluorescence polarization, Cer-tagged CAL PDZ, HTS; Golgi-associated PDZ and coiled-coil motif-containing protein (Homo sapiens), Q9HD26; purified CAL PDZ, TMR-peptide fluorescence polarization, 1 h; inhibition, % at 20 µM; 330,000 compounds, 0.02% hits; AID 504414, 2011;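 active = highest replicate inhibition of at least 40%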;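 note: plate controls were DMSO neutral control wells for no effect and unlabeled competitor peptide control wells for full effect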
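material = purified tagged CAL PDZ domain construct (CerCALP) | buffer or medium = sodium phosphate/NaCl buffer pH 7.4 with TCEP, IgG, Thesit | reagent = TMR-labelled reporter peptide T*-PRC34 bound in PDZ groove | incubation = 1 h room-temperature incubation prior to read | measured by = fluorescence polarization (mP) | evaluation = percent inhibition from loss of millipolarization | control set = unlabelled peptide and DMSO controls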
Tat export inh – E. coli Tat export inhibitors, primary screen, MC4100, TorA-mCherry reporter, fluorescence, single point | inhibition, % at 10 µM | 340,000 compounds, 0.036% hits | AID 488895, 2010;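 active = mean replicate inhibition at least 50% and at least half of replicates individually reaching 50%; inconclusive = only one of the two criteria met; inactive = neither criterion met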;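 note: exported cargo escapes ClpAP degradation while cytoplasmic cargo is degraded and loses fluorescence; 0% = median of neutral control wells and 100% = median of NaSCN control wells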
phage Ecoli inh – growth loss of phage-infected E. coli, primary screen, RecBCD inhibitor project, absorbance, with phage, HTS; 360,000 compounds, 0.26% hits; inhibition, % at 11.9 µM; AID 651602, 2012; in the data active = inhibition above about 11%
E coli growth – E. coli V3065 growth inhibition, primary screen, counter-screen for AddAB inhibitor project, absorbance, OD600; 18 h; 330,000 compounds, 0.27% hits; inhibition, % at 11.9 µM;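 active = inhibition above the campaign's mean inhibition across all tested compounds plus 3 SD, cut at about 9.9% in these data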;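 note: uninfected addAB+ strain grown without phage in ampicillin broth; 0% = DMSO wells and 100% = ciprofloxacin 0.95 µg/ml wells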
Wnt act – Wnt/beta-catenin pathway activators, primary screen, cell-based, plate reader, single point. 300,000 compounds, 1.2% hits. activation, % at 9.35 µM. Wnt/beta-catenin reporter cell assay, activator; in the data active = activation above about 30%, passing the limit was not always enough; inconclusive = no clear call, values can overlap the other calls;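 note: 0% = neutral control wells and 100% = positive control wells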
PfHsp90 yeast 2 – growth inhibition of PfHsp90-expressing yeast, primary screen, antimalarial PfHsp90 inhibitor project, S. cerevisiae, BacTiter-Glo luminescence, single point, set 2; inhibition, % at 9.4 µM; BacTiter-Glo ATP, 48 h; yeast lacking PDR1 and PDR3 efflux regulators; AID 504621, 2011; 310,000 compounds, 0.32% hits;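 active = every replicate shows inhibition above about 80%, whatever the replicate mean, limit read from the data; inconclusive = mean inhibition reaches the set limit but some replicate falls short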;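 note: 0% = DMSO neutral controls and 100% = 20 µM radicicol positive controls; yeast relying on Plasmodium falciparum Hsp90 in place of its own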
* = called active by the depositor; ? = inconclusive; nt = not tested or not shown. Rows were taken by chance. About 1.9% of those tested had a hit in this group.

SMILES	DAGLB inhibitor	PvdQ acylase	AddAB inh	Rtt109 HAT inh	CAL PDZ inh	Tat export inh	phage Ecoli inh	E coli growth	Wnt act	PfHsp90 yeast 2
CCOc1ccc(CCNC(=O)COC(=O)c2ccc(Br)o2)cc1OCC	1	-10	1.9	-3	-2.2	2	0.9	1.4	1	9
O=C(NCC1CCCCC1)c1cc([N+](=O)[O-])ccc1N1CCOCC1	1	6	1.6	13	-2.0	2	0.5	2.0	-1	6
CC1(C)CC2CC(C)(CN2S(=O)(=O)c2ccc(C(=O)Nc3ccc(S(=O)(=O)N4CCOCC4)cc3)cc2)C1 (stereo not drawn)	-5	-9	0.8	9	-3.5	3	2.8	-2.7	-12	-12
Cn1c(=O)c2c(ncn2CC(=O)N2CCOCC2)n(C)c1=O	-1	-8	1.4	-12	0.2	-4	2.6	-2.0	nt	-9
CCOC(=O)c1cnc2c(F)ccc(F)c2c1Sc1ccccc1	-3	17	-1.8	-6	-2.4	-3	-0.5	0.4	0	-10
Cc1cc(C)c(OCC(=O)OCC(=O)N2c3ccccc3CC2C)c(C)c1 (stereo not drawn)	-11	5	-0.5	4	-1.4	6	1.2	1.3	0	5
COc1ccc(N2CC(C(=O)Nc3ncccc3C)CC2=O)cc1 (stereo not drawn)	0	-12	4.2	-15	-1.1	-3	0.8	-0.9	nt	nt
NS(=O)(=O)c1cccc(NC(=O)c2cncc(Br)c2)c1	0	-9	1.0	-8	17	4	-0.8	1.3	2	-8
COc1cccc(NC(=O)CSc2nc3ccsc3c(=O)n2-c2ccc(C(=O)O)cc2)c1	0	-5	1.2	nt	-0.6	-21	5.8	-0.9	0	14
COc1ccc(CNC(=O)N2CCN(c3ccccc3)CC2)cc1	-4	-17	7.7	-10	-2.2	8	5.7	1.3	7	-35
C/C(=N\Nc1nc(N)cc(Cl)n1)c1ccc(Cl)c(Cl)c1	-1	4	1.6	-3	0.2	-2	5.2	0.5	1	-7
Cc1ccccc1NC(=O)Cn1nc(-c2ccccc2)nc1-c1ccccc1	-3	?	2.4	-4	-0.4	-2	2.1	-1.6	-3	-2
CCn1c(=O)cc(OCC(=O)NCc2cccnc2)c2ccccc21	1	-3	1.3	-30	0.1	6	2.4	-1.2	nt	nt
COc1ccc(CCNC(=O)c2cccn2C)cc1	1	-13	3.0	-3	-2.0	-8	1.6	-0.2	18	13
CCOC(=O)N1CCN(C(=O)CSc2nc(C)nc3c2c(=O)n(C)c(=O)n3C)CC1	0	-11	0.2	-6	-3.4	-6	0.8	1.9	1	8
CCN(CC)CCCN1C(=O)C(=O)/C(=C(/O)c2ccc(C)cc2)C1c1ccccn1 (stereo not drawn)	-2	-10	0.0	5	-2.7	-7	3.0	-1.4	-4	-21
COc1ccccc1Oc1c(C)oc2c(CN(C)C)c(O)ccc2c1=O	-2	-7	-0.7	-1	-0.3	15	2.5	0.3	0	6
Cc1ccc(-n2c(C)cc(/C=N/NC(=O)c3ccc(CN4CCOCC4)cc3)c2C)cc1	0	1	-0.5	14	-1.2	-1	0.7	-2.4	nt	-25
CSc1ccc(/C=C/C(=O)NC(=O)c2ccccc2O)cc1	2	3	1.7	-4	-0.8	-4	4.2	1.9	21	-1
CCOc1ccc(C(=O)COC(=O)CC)cc1	-2	-7	5.3	-2	-0.3	-8	0.5	0.4	nt	22

Record cards (already shown):
Record of CCn1c(=O)cc(OCC(=O)NCc2cccnc2)c2ccccc21 : DAGLB inhibitor: 1; PvdQ acylase: -3; AddAB inh: 1.3; Rtt109 HAT inh: -30; CAL PDZ inh: 0.1; Tat export inh: 6; phage Ecoli inh: 2.4; E coli growth: -1.2; Wnt act: nt; PfHsp90 yeast 2: nt
Record of COc1ccc(CCNC(=O)c2cccn2C)cc1 : DAGLB inhibitor: 1; PvdQ acylase: -13; AddAB inh: 3.0; Rtt109 HAT inh: -3; CAL PDZ inh: -2.0; Tat export inh: -8; phage Ecoli inh: 1.6; E coli growth: -0.2; Wnt act: 18; PfHsp90 yeast 2: 13

Additional compounds follow:
SMILES	DAGLB inhibitor	PvdQ acylase	AddAB inh	Rtt109 HAT inh	CAL PDZ inh	Tat export inh	phage Ecoli inh	E coli growth	Wnt act	PfHsp90 yeast 2
O=C(NC1CCCc2ccccc21)c1cncc(Br)c1 (stereo not drawn)	-2	-4	4.3	-1	0.0	2	0.1	-2.9	-2	39
CCN(CC)C(=O)CNC(=O)c1nn(-c2ccc(OC)c(Cl)c2)c(=O)c2ccccc12	1	-11	0.2	-2	-1.3	6	2.3	-3.2	-3	-24
O=C(CNS(=O)(=O)c1ccc(F)cc1)N1CCN(c2ccccc2)CC1	2	1	-1.3	3	-0.5	1	1.9	-1.3	2	12
Cc1ccc(OCC(=O)NCCO)c(Br)c1	2	0	-1.2	5	-0.2	4	0.3	-3.3	3	-11
COc1ccc(CCNC(=O)c2c(C)nn(CC(C)C)c2Cl)cc1	-3	8	5.1	4	0.2	-3	3.0	0.9	0	7
Cc1c(C(=O)Nc2ccc(N3CCOCC3)cc2)cccc1[N+](=O)[O-]	1	-7	-2.9	7	0.5	0	-0.9	-0.8	2	14
O=C(Nc1ccccn1)Nc1ccccc1[N+](=O)[O-]	0	-12	-1.6	2	nt	-11	1.5	-1.4	18	14
Cc1ccc2[nH]c3c(=O)n(CC(=O)NCc4ccco4)ncc3c2c1	3	-11	2.9	-1	-1.6	8	3.4	1.0	-3	19
CN(C)C(CNC(=O)CCCOc1ccccc1)c1ccco1 (stereo not drawn)	0	-15	1.9	-1	0.2	2	3.7	-0.6	1	-16
CCCNC(=O)NCCc1c(C)[nH]c2ccccc12	-2	8	-1.9	-10	-2.8	2	1.4	-0.5	-2	6
COc1ccc(N2CCN(C(=O)CCC(=O)N3Cc4ccccc4Oc4ncccc43)CC2)cc1	1	11	1.1	6	-0.7	-1	1.3	0.9	-2	3
O=C(NCCCN1CCCCC1)c1ccc2c(c1)NC(=O)C(N1CCOCC1)S2 (stereo not drawn)	-3	-9	0.1	2	-0.1	-8	3.4	-2.2	nt	11
CCOC(=O)c1c(-c2ccc(C)cc2)csc1NC(=O)c1ccc(N2C(=O)CCC2=O)cc1	1	6	2.7	17	-1.9	-9	3.8	4.2	-5	9
COc1ccc(NC(=O)COC(=O)C23CC4CC(CC(NC(C)=O)(C4)C2)C3)cc1S(=O)(=O)N1CCOCC1	1	-7	1.4	-1	0.7	4	1.3	1.8	-2	-25
CC(=O)NC(CC(=O)Nc1nc(-c2ccccc2)c(C(C)=O)s1)c1ccccc1 (stereo not drawn)	2	-4	3.4	0	-4.5	-1	-0.6	-1.1	1	4
CNC(=O)c1ccc(N(Cc2ccccc2)S(C)(=O)=O)cc1	2	-5	-0.9	-7	-2.3	-4	-0.2	1.9	nt	-13
Cc1[nH]n(-c2ccccc2)c(=O)c1C(=O)c1cccc(F)c1	1	9	3.4	6	-0.2	-10	1.6	-0.7	2	-6
Cc1nnn(-c2nonc2N)c1C(=O)N/N=C/c1ccccc1O	3	2	4.1	-5	-2.6	-5	2.4	1.2	nt	2
COc1ccc(C(=O)COc2ccc(F)cc2)c(O)c1C	-7	-15	3.5	6	-1.4	-4	nt	-1.7	nt	-15
COc1ccc(S(=O)(=O)N2CCOCC2)cc1NC(=O)COC(=O)c1[nH]c(C)c(C(C)=O)c1C	-2	8	0.2	6	-1.4	-16	3.8	-0.5	-2	-2
O=C(N=C1SC2CS(=O)(=O)CC2N1c1c(Cl)cccc1Cl)C1CC1 (stereo not drawn)	-3	6	1.5	-5	-0.4	-8	0.4	-0.8	-1	1
Cc1cc(N)cc(C)c1-c1c(Br)cc(N)cc1Br	0	-18	nt	0	-0.2	-1	5.4	nt	0	-1
CSc1ccc(/C=C(\C(=O)O)c2ccc(S(=O)(=O)N3CCCCC3)s2)cc1	5	14	3.9	nt	-4.3	1	1.6	0.1	nt	-24
O=C(O)CCC(=O)c1cccc2ccccc12	-1	-9	1.1	10	-0.3	1	2.6	-1.3	-2	16
O=C(COc1ccc2ccc(=O)oc2c1)NCCCN1CCCC1=O	-1	-4	2.2	0	-0.7	1	2.4	0.2	0	-11
CN(C)c1ccc(C(=O)OCC(=O)NC2CCCCC2)cc1	1	7	0.5	nt	-3.6	0	1.3	-1.5	9	15
CC(C)CNC(=O)CSc1nnc(-c2cccc(S(=O)(=O)N3CCCCC3)c2)o1	-4	-10	0.3	-1	-2.3	-1	-0.2	-1.4	-4	14
O=C(CC(C(=O)O)P(=O)(c1ccccc1)c1ccccc1)c1ccc(Br)cc1 (stereo not drawn)	2	-5	0.0	4	0.6	4	-0.1	-3.2	1	11
O=C(NCCN1C(=O)S/C(=C\c2ccc(Cl)cc2Cl)C1=O)C1=COCCO1	2	5	-2.2	-11	-2.7	-5	0.4	-2.7	9	-1
CN(Cc1nc(-c2cnccn2)no1)Cc1n[nH]c2c1CCCCC2	-4	-6	-4.3	4	-2.1	-6	0.4	-0.8	-2	6
COc1ccc(/C=C2\SC(=N)N(c3nccs3)C2=O)cc1OC	7	5	-4.6	3	-2.3	1	-1.2	-2.9	-2	-34
COCC(=O)N(CCc1ccc(OC)cc1)Cc1nc2ccccc2c(=O)[nH]1	0	-17	-4.0	12	-1.1	-2	0.9	0.3	nt	2
C/C(=N\NS(C)(=O)=O)c1ccccc1	-2	-8	2.5	11	-0.7	-7	-0.4	1.2	nt	nt
CN(Cc1ccccc1)C(=O)COC(=O)CCN1C(=O)C2CC=CCC2C1=O (stereo not drawn)	-1	-2	0.3	1	0.3	2	2.6	-0.2	-4	-3
COc1cc2c(cc1C=O)OC(C)C2 (stereo not drawn)	3	1	0.2	0	0.8	-13	2.3	0.2	-1	12
O=C(CNC(=O)N1CC(=O)Nc2ccccc21)NCc1ccccc1	0	-10	2.1	-3	-0.3	0	4.5	1.7	-1	-22
CC1CCCCC1NC(=O)COC(=O)c1ccc2ncsc2c1 (stereo not drawn)	3	-11	-0.4	9	-0.4	-5	-0.1	-1.9	1	8
CC(=O)Cn1c2ccccc2n2nc(CCC(=O)O)c(=O)nc12	-1	-12	2.9	2	0.8	4	2.7	2.0	-1	-15
O=C(CSc1nnc(-c2ccccc2)o1)Nn1cnnc1	1	6	2.1	-11	1.4	5	0.0	-0.5	nt	-16
CCOC(=O)CCc1c(C)nc2cc(-c3ccc(Cl)cc3)[nH]n2c1=O	2	-27	2.3	-6	-1.0	3	-1.9	0.8	-1	-52
CCN1CCN(c2ccc(S(=O)(=O)N3CCOCC3)cc2NC(=O)C(C)Oc2ccc(Cl)cc2)CC1 (stereo not drawn)	-3	6	2.1	10	0.1	-2	2.8	0.9	-2	10
O=S(=O)(c1ccccc1)N1CCN(C/C=C/c2ccccc2)CC1	-2	-3	1.1	2	-0.9	3	1.4	-0.7	0	1
Cc1c(C(=O)O)c(=S)sn1CCOc1ccccc1	-2	5	nt	7	0.1	7	1.7	nt	-1	10
